MC4R antag cAMP: MC4R antagonists of cAMP signaling, primary screen, cell-based, TR-FRET, antagonist arm of biased-ligand search; inhibition, % at 6.5 µM; Melanocortin receptor 4 (Homo sapiens), P32245; MC4R-expressing cells, MTII-stimulated cAMP, LANCE TR-FRET; actives 0.48% (n = 360,000);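 active means inhibition above its plate's cutoff, the mean of tested wells on that plate plus 3 SD, cut at about 29% in these data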;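 further: 0% = Melanotan II alone and 100% = Melanotan II plus saturating MCL0020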
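Assay system: U2OS-MC4R stable cell line; Also added: Melanotan II; Technique: Eu-cAMP/anti-cAMP TR-FRET, emission 671 nm; Times: 30-min compound, 1-h challenge, 1-h detection, room temperature.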
TLR9-MyD88 block: inhibitors of TLR9-MyD88 association in cells, primary screen, cell-based, CHO, BLA complementation, fluorescence. Toll-like receptor 9 (Homo sapiens) + Myeloid differentiation primary response protein …. CCF4 FRET ratio. inhibition, % at 4.98 µM. actives 0.21% (n = 340,000). AID 504734, 2011;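 active means inhibition above the mean over all tested compounds plus 3 SD, cut at about 21% in these data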;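 further: 0% = DMSO only wells and 100% = clavulanate BLA inhibitor control wells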
ABCB6 inh MLPCN: ABCB6 transporter inhibitors, primary screen, K562-ABCB6 cells, flow cytometry, MLPCN library; K562-ABCB6 porphyrin accumulation, 1 h; active compounds read low; fluorescence ratio to DMSO, % at 10 µM; ATP-binding cassette sub-family B member 6 (Homo sapiens), Q9NP58; actives 0.19% (n = 360,000);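 active means fluorescence ratio to DMSO below 75%, the collection mean minus 3 SD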;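 further: signal is porphyrin accumulated inside mitochondria; 100% equals median channel fluorescence of DMSO control wells; lower ratio means ABCB6 inhibition with less porphyrin fluorescence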
Exocytosis inh: LAMP-1 surface exposure blockers, TALL-104 cells – cell-based, flow cytometry, MLPCN library, primary screen; AID 651702, 2012; actives 0.66% (n = 360,000); inhibition, % at 10 µM; TALL-104 LAMP-1 surface exposure; cells stimulated with thapsigargin and PMA;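 active means inhibition above about 55%, limit read from the data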
Vif inh: HIV Vif self-association inhibitors, primary screen, imaging, HEK293T, single point | inhibition, % at 7.49 µM | actives 0.35% (n = 340,000) | HEK293T cells, Vif self-association by quenched fluorescence, 24 h | AID 602346, 2012; in the data active means inhibition above about 50%, passing the limit was not always enough; further: some results filed as inactive read as strong as hits
MC4R barr agon: MC4R agonists recruiting beta-arrestin, primary screen, cell-based, luminescence, agonist arm of biased-ligand search; AID 540308, 2011; actives 0.98% (n = 360,000); Melanocortin receptor 4 (Homo sapiens), P32245; U2OS MC4R beta-arrestin complementation; percent of melanotan II response, DMSO zero; activation, % at 8.9 µM;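 active means activation above a per-plate cutoff, the mean activation of sample wells on that plate plus 3 SD, cut at about 8% in these data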
ABHD5-PLIN5 inh: ABHD5-PLIN5 interaction inhibitors, primary screen, cell lysate, split luciferase complementation, luminescence | Perilipin-5 (Homo sapiens) + 1-acylglycerol-3-phosphate O-acyltransferase ABHD5 (Homo … | Split G. princeps luciferase complementation, 4 h | inhibition, % at 4 µM | actives 0.78% (n = 360,000) | AID 602281, 2012;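 active means inhibition above the mean inhibition across every tested compound plus 3 SD, cut at about 22% in these data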;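 further: 0% = DMSO only wells and the 100% control is not disclosed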
Target sequence (Q00G26 whole entry, looked up): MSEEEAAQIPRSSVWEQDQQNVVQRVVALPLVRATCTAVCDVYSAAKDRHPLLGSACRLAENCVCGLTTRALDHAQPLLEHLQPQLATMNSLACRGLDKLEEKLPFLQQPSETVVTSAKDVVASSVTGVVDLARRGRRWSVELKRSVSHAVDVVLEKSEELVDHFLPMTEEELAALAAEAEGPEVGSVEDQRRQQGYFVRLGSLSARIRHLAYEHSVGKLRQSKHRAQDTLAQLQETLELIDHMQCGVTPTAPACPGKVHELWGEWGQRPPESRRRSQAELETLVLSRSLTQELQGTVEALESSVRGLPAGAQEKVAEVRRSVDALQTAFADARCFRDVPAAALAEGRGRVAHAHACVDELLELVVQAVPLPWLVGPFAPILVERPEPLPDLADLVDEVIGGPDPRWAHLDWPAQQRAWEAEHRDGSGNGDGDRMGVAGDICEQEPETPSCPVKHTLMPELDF
Target sequence (Q8WTS1 whole entry, looked up): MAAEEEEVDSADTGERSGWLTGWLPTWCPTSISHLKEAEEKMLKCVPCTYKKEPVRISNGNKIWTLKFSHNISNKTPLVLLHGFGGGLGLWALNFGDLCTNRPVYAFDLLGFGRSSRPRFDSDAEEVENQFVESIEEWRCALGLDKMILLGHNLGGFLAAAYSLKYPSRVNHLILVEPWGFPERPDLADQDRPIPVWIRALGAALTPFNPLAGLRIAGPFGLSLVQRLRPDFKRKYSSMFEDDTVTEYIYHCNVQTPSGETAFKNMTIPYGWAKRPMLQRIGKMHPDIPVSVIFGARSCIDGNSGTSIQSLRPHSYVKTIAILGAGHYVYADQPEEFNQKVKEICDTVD
aDG glyco act: activators of alpha-DG glycosylation, primary screen, uHTS, Pro5-aDG cells, AlphaScreen | alpha-DG glycosylation AlphaScreen (IIH6); 0% Pro5, 100% B10-LARGE cell signal | activation, % at 10 µM | actives 0.22% (n = 360,000);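 active means activation of at least 8% versus controls, or a plate z-score of at least 8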;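 further: Pro5 are CHO cells carrying HIG-tagged alpha-DG that lacks glycosylation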
NOD2-RIPK2 inh: NOD2-RIPK2 binding disruptors in cells, primary screen, fluorescence, CHO cells, BLA complementation | CCF4 ratio | Receptor-interacting serine/threonine-protein kinase 2 (Homo sapiens), O43353 | actives 0.38% (n = 360,000) | inhibition, % at 4.98 µM; in the data active means inhibition above about 21%;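 further: 0% = vehicle only and 100% = reference blocker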
N-glyco inh: increase of ERlucT glycosylation luciferase signal, primary screen, N-linked glycosylation inhibitor project, D54 ERlucT cells, luminescence, set 2. actives 0.23% (n = 360,000). D54 ERlucT glycosylation luciferase reporter, 24 h; percent of 100 nM tunicamycin response. reporter increase, % at 12.5 µM;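 active means mean luciferase reporter signal, scaled so untreated is 0 and the glycosylation-blocking control 100, at or above a set limit in every replicate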;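 further: luciferase carries N-glycosylation sites so blocking glycosylation raises the light; 0% = median of neutral control wells and 100% = median of 100 nM tunicamycin wells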
Starred values were filed as active, the others as inactive; · = no result given. Only part of the results is shown; rates above refer to the full screens.

SMILES	MC4R antag cAMP	TLR9-MyD88 block	ABCB6 inh MLPCN	Exocytosis inh	Vif inh	MC4R barr agon	ABHD5-PLIN5 inh	aDG glyco act	NOD2-RIPK2 inh	N-glyco inh
CCCc1cc(C(=O)NC2CCCN(Cc3ccccc3F)C2)no1 (configuration not stated)	2	-11	98	-1	-4	-0.1	7	0.0	5	-3
CCC(=O)NCc1cc(-c2nn(C)c(=O)c3ccccc23)ccc1OC	2	-2	105	-2	5	-1.6	-7	-0.4	-3	4
CCCCCC(=O)N1C[C@@H](n2cc(-c3ccc(F)cc3)nn2)[C@H](O)C[C@@H]1c1ccccc1	5	-8	102	-9	-1	2.3	-7	0.4	-5	6
CCCCNC(=O)CCN1N=C(c2ccccc2)CCC1=O	18	5	103	7	-1	2.0	1	0.0	-6	2
COc1ccc(/C=C2\SC(=S)N(CCCC(=O)N3CCCCC3CCO)C2=O)cc1 (configuration not stated)	-3	-9	100	-1	-7	-1.9	5	0.4	2	-1
Fc1ccccc1SCc1nnc(-c2ccccc2Br)o1	21	2	98	-3	10	1.4	-6	0.3	3	-17
COc1ccc(NC(=O)C(=O)NCCN2CCN(C(=O)c3cccc(Br)c3)CC2)cc1	3	5	96	-2	-2	-3.2	-3	0.6	1	-1
Cc1ccccc1Cn1nnc(-c2cccc(C(=O)O)c2)n1	3	1	94	-3	5	-1.3	0	0.4	-4	-4
CCN=C1SC(C(=O)Nc2cccc(OCC)c2)CC(=O)N1CC (configuration not stated)	3	7	96	5	6	2.6	-2	0.1	0	1
CCN1CCCC1CNC(=O)Cn1nc(C)n2c(cc3cc(C)ccc32)c1=O (configuration not stated)	1	3	96	13	-5	-0.6	5	0.0	-1	1
Nc1ncnc2nc(Sc3ccc(Cl)cc3)[nH]c12	10	2	95	1	-1	-1.7	0	0.0	4	-1
O=c1[nH]c(SCc2nc3ccccc3c(=O)n2-c2ccccc2)nc2ccccc12	-13	5	98	-1	1	-1.2	-5	0.0	-3	4
O=C(Oc1ccccc1N1CCOCC1)c1sccc1Br	9	-11	95	-7	-7	-0.5	7	0.0	-6	1
CC1CN(C(=O)Cc2ccc(-c3ccccc3)cc2)CC(C)O1 (configuration not stated)	8	5	98	-5	-3	0.4	2	0.2	0	-1
Cc1ccc(C(c2nnnn2CCc2ccccc2)N2CCSCC2)cc1 (configuration not stated)	1	1	97	7	1	1.2	5	0.1	0	-3
Cc1ccc(C(=O)N(CC#N)CC#N)cc1C	3	-6	97	0	-8	-1.5	5	-0.2	-8	0
O=C(COC(=O)c1cc(=O)[nH]c2ccccc12)Nc1ccccc1F	-11	-3	95	0	0	-2.1	4	-0.7	4	3
CCc1ccc(N2CC(C(=O)NCC(C)(C)N3CCOCC3)CC2=O)cc1 (configuration not stated)	2	-4	95	-3	-6	0.2	-8	-0.1	-7	1
COC(=O)C1=C(NC(=O)COc2ccc3ccccc3c2)CCS1	9	7	99	3	-1	1.6	2	-0.1	4	-1
N#Cc1ccc(OCc2cccc(S(=O)(=O)N3CCOCC3)c2)cc1	0	4	96	3	-1	-3.7	3	0.5	-6	-2
CCC(=O)N1c2ccc(S(=O)(=O)CCC(=O)Nc3ccc(OC)cc3OC)cc2CC1C (configuration not stated)	1	12	99	0	-3	-4.1	1	-0.2	7	0
O=C(O)c1cccc(S(=O)(=O)Nc2ccccc2Oc2ccccc2)c1	14	10	103	2	39	-0.3	7	-0.3	-18	3
CC(C)Nc1ncnc2c1ncn2[C@H]1CN(Cc2ccc(F)cc2)C[C@@H](CO)O1	12	·	99	-1	-7	-1.1	1	0.1	-19	0
CCOc1ccccc1NC(=O)CSc1nc(=O)n(CCCN2CCOCC2)c2c1CCCC2	10	6	95	-7	5	-3.1	-6	0.3	-1	-5
COC(=O)c1[nH]c2ccc(Br)cc2c1NC(=O)CN1CCN(C2CCCCC2)CC1	-7	9	96	20	-17	1.4	8	-0.2	0	-12
Cc1nc(SCCc2ccccc2)[nH]c(=O)c1C	6	5	96	-2	0	-1.1	2	-0.3	-2	-1
OCc1cccc(-c2csc(C(O)c3ccco3)n2)c1 (configuration not stated)	3	·	103	-4	0	-0.2	1	0.0	-4	2
COc1ccccc1OCCNC(=O)CCS(=O)(=O)c1ccccc1	3	1	98	8	-8	-1.8	-2	-0.2	-10	-1
Cc1ccc(S(=O)(=O)Cc2ccc(C(=O)N3CCc4ccccc4C3)o2)cc1	3	-1	99	-12	10	-0.6	-6	-0.4	-3	0
O=C(c1cccs1)N(Cc1cc2ccccc2[nH]c1=O)c1ccccc1	14	3	93	-2	-6	0.1	-2	0.0	-5	-4
CCN(CC)c1nc(N2CCOCC2)nc2ccccc12	-1	9	99	2	-9	-1.2	5	0.1	-1	1
Cc1ccc(NNC(=O)c2c(F)cccc2Cl)cc1C	3	-4	99	-13	4	-2.3	-2	0.2	3	-1
CC(=NNC(=O)CSCC(=O)NN=C(C)c1ccccc1)c1ccccc1	12	-1	102	-6	-3	2.6	-5	0.0	2	1
Cc1cnc(C(=O)OCC(=O)Nc2cccc(S(=O)(=O)N3CCOCC3)c2)cn1	2	-4	95	-4	23	-2.4	3	-0.1	-8	1
CCCc1cc(=O)[nH]c(SCc2ccc(C#N)cc2)n1	6	-3	106	2	·	0.4	5	0.8	-12	·
c1ccc(CCNC2=NCCS2)cc1	12	-8	105	-1	15	1.8	-5	0.1	-6	0
CCOC(=O)N1CCC(NC(=O)c2ccc(CS(=O)(=O)c3ccccc3C)o2)CC1	4	1	98	-2	-10	0.3	4	0.0	11	-3
COc1ccc(N(C(=O)c2snc(C(N)=O)c2N)C(C(=O)NCc2ccc(F)cc2)c2ccc(O)cc2)cc1 (configuration not stated)	16	-14	100	14	5	2.1	4	0.1	0	-4
Cc1ccc(Cn2nnc3c(=O)[nH]c(C4CCN(S(=O)(=O)c5ccc(S(=O)(=O)NC6CC6)cc5)CC4)nc32)cc1	18	-6	102	-3	-17	-0.1	7	0.0	-2	5
COc1ccc(CCNC(=O)c2cc(S(=O)(=O)N3CCOCC3)ccc2F)cc1	4	6	100	0	-2	-0.7	-1	1.0	1	-1
CCOC(=O)CN(c1ccccc1)S(=O)(=O)c1ccc(F)cc1	24	3	100	0	19	-2.7	0	0.2	-7	2
Cc1ccc(C)c(CC(=O)N2CCCC(c3cc(C(=O)Nc4ccc5c(c4)OCO5)no3)C2)c1 (configuration not stated)	11	·	93	2	9	-0.4	0	-0.2	-1	-1
CCCCC1(C)OC(=O)C(=Cc2ccc(SC)cc2)C(=O)O1 (configuration not stated)	-8	2	100	-12	0	-0.3	0	-0.2	-11	5
COCCN(Cc1ccccc1)C(=O)c1cccc(S(=O)(=O)N(C)c2c(C)n(C)n(-c3ccccc3)c2=O)c1	2	-3	92	-10	7	-3.6	-4	0.1	-10	-2
N#Cc1ccccc1NC(=O)CSc1n[nH]c(=O)n1C1CC1	3	-6	98	-4	-13	-0.3	7	-0.1	-11	3
O=c1[nH]c2ccc([N+](=O)[O-])cc2[nH]1	9	-1	89	1	-7	-1.7	3	0.3	-9	0
O=C(N=Nc1c(O)[nH]c2ccc([N+](=O)[O-])cc12)c1cc(-c2ccccc2Cl)nc2ccccc12	3	7	91	2	-3	-1.2	-2	0.2	5	1
O=C(C[C@H]1C/C=C\C[C@H](NC(=O)OCC2c3ccccc3-c3ccccc32)C(=O)O[C@@H](c2ccccc2)CNC1=O)NCCO	-7	5	101	2	·	0.1	1	-0.1	1	3
COc1ccc(N2CCN(C(=O)CNC(=O)c3cccc(Br)c3)CC2)cc1	6	7	90	3	3	-2.3	1	0.1	11	1
CCCCc1c(-c2ccccc2OC)ncn1Cc1ccc(Cl)cc1	·	·	121	13	·	·	1	0.2	1	·
Cc1cccc(NC(=O)CN2C(=O)N/C(=C\c3ccc(N4CCOCC4)cc3)C2=O)c1	7	7	96	1	-3	0.2	-3	-0.3	2	0
CCOC(=O)c1sc2nc(N3CCOCC3)c3c(c2c1N)CCC3	8	-1	96	34	1	-1.1	3	-0.2	-2	2
COc1ccccc1Nc1nc(N)nc(CN2CCN(Cc3ccccc3)CC2)n1	5	-6	101	12	-12	-1.6	-2	0.1	0	1
Cc1cccc(CCN2C(Nc3ccccc3)=NC[C@@H]2CC(C)C)c1	1	-15	93	-14	0	2.4	8	0.3	-2	12
CC1(C)CN=C(NC2CCCCC2)S1	1	5	92	-3	10	-0.2	0	0.0	-9	2
CS(=O)(=O)Nc1ccc(C2=NN(S(=O)(=O)c3ccccc3)C(c3cccs3)C2)cc1 (configuration not stated)	2	1	142	2	3	-2.5	-3	0.0	-8	-1
CCOC(=O)c1c(NC(=O)CN2CCOCC2)sc2c1CCCC2	12	-1	83	1	·	0.0	-5	0.0	-9	·
COc1ccccc1CNC(=O)COc1ccc(S(=O)(=O)N2CCOCC2)cc1C	11	-6	108	9	5	-2.2	-2	-0.2	-4	-1
O=C(Nc1nc(-c2cccc3ccccc23)cs1)c1cnccn1	6	1	96	-8	-1	6.7	2	0.0	-9	3
O=C(CSc1nc2c(c(C(F)(F)F)n1)CCc1ccccc1-2)NCc1ccccc1	6	3	93	-2	-5	0.8	-6	0.1	3	0
Remaining list, next part.
SMILES	MC4R antag cAMP	TLR9-MyD88 block	ABCB6 inh MLPCN	Exocytosis inh	Vif inh	MC4R barr agon	ABHD5-PLIN5 inh	aDG glyco act	NOD2-RIPK2 inh	N-glyco inh
CCOC(=O)c1sc(NC(=O)Cc2ccc(F)cc2)nc1C	0	-5	101	0	1	-1.5	0	0.3	-1	3
CCOC(=O)CSc1n[nH]c(NC(=O)c2ccccc2)n1	13	-1	96	3	17	-1.1	2	-0.1	5	1
CCN(CC(=O)Nc1cccc(S(=O)(=O)N(C)c2ccccc2)c1)Cc1ccccc1	3	-6	85	0	-9	-0.7	-6	0.4	7	-2
COc1ccc(OCc2cc(C(=O)N3CCN(C4CCCC4)CC3)no2)c(Cl)c1	-5	1	100	0	-1	0.2	12	0.5	-6	-1
O=c1ccc2cc(S(=O)(=O)Nc3ccc(Br)cc3)ccc2o1	-23	-8	96	2	-3	-0.6	-1	-0.1	-2	1

Screening data: PubChem BioAssay, several laboratories
